Compound activity (PubChem)
EPAC1 antag = qHTS for Antagonist of cAMP-regulated guanine nucleotide exchange factor 3 (EPAC1): primary screen; Rap guanine nucleotide exchange factor 3 (Homo sapiens), O95398; EPAC1 GEF assay, Rap1b-BODIPY-GDP exchange fluorescence; Potency, µM (series often up to 115 µM), without a hit: top-dose activity change, negative = inhibition, usual class: inhibitors; hit rate 0.14% among 360,000;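 note: potency is the fitted concentration of half-maximal effect; plate controls were vehicle for no effect and positive control for full effect; nearly all actives have a fitted effect of over 50% in size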
aSyn yeast inh = qHTS of alpha-syn Inhibitors; Yeast expressing alpha-synuclein, growth rescue, BacTiter-Glo, 24 h; Potency, µM (titrated, usually from 46.1 µM), without a hit: at the top dose growth rescue (activation), actives largely listed as activators; hit rate 0.14% among 370,000; AID 652106, 2013; note: potency is the fitted concentration of half-maximal effect; % of control where 0% means no effect; nearly all actives have a fitted effect of over 65% in size
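Readout is rescue of growth in alpha-synuclein-expressing yeast, so inhibitors of toxicity appear as activators. Growth after 24 hr at 30 deg C in galactose medium is quantified by luminescence.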
PLK1 PBD block = qHTS for Inhibitors of PLK1-PDB (polo-like kinase 1 - polo-box domain): Primary Screen. Potency, µM, without a hit: max response, negative = inhibition, actives largely listed as inhibitors. Plk1 PBD binding of FITC phosphopeptide, fluorescence polarization. hit rate 2.8% among 360,000. Serine/threonine-protein kinase PLK1 (Homo sapiens), P53350. AID 720504, 2013; note: potency is the fitted concentration of half-maximal effect; series mostly up to about 57 µM; % is set by controls: 0 for no effect and ±100 for the full control effect; nearly all actives have a fitted effect of over 65% in size
Target sequence (P53350 whole entry, looked up, the tested form may be a part): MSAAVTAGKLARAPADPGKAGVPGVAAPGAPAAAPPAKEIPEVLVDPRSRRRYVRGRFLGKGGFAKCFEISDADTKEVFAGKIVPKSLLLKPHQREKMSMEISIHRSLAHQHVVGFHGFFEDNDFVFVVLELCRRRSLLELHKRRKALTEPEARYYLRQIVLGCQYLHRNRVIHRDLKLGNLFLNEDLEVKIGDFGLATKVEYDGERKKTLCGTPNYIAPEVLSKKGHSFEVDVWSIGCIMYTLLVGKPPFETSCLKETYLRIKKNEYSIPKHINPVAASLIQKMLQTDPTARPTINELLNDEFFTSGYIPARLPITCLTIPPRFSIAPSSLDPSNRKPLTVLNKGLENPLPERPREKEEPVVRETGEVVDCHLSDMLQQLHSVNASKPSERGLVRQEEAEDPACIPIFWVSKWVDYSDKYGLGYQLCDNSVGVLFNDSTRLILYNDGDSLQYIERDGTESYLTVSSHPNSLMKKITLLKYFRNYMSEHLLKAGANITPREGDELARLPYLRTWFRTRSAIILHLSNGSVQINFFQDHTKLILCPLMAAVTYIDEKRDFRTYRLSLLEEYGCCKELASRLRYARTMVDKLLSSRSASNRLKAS
FUS yeast rescue = qHTS for Suppressors of FUS Proteinopathy: Primary screen using FUS-linked yeast assay; Potency, µM (highest dose often 76.6 µM), for inactives: top-dose growth rescue (activation), most hits filed as activators; hit rate 0.24% among 390,000; AID 1347120, 2019; S. cerevisiae FUS-expressing, growth rescue, OD600, 24 h;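 note: potency is the fitted concentration of half-maximal effect; plate controls were DMSO vehicle for no effect and reference control for full effect; nearly all actives have a fitted effect of over 55% in size; some results filed as inactive show a strong effect at the top dose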
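Compound concentration series was pinned onto galactose-induced FUS-expressing yeast seeded at OD 0.005. Plates sat 24hr at 30C; absorbance at 600 nm gave growth. DMSO served as background control.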
IL2 activator = qHTS of IL-2 Activators. activation, % (series mostly up to about 46 µM). IL-2 activation reporter assay, cell-based qHTS; stimulated with anti-CD3/CD4/CD28 beads; in transgenic mouse T cells. hit rate 0.065% among 360,000. AID 652025, 2013; in the data active = activation above about 50%; inconclusive = mostly about 30% to 49%; note: 0% is about no effect
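Readout: EGFP and DsRed signals by fluorescent plate cytometry. Unstimulated transgenic mouse T cells received compound 60 min before antibody-bead stimulation, then incubated 18 h at 37 degrees C.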
EPAC1 ag = qHTS for Agonist of cAMP-regulated guanine nucleotide exchange factor 3 (EPAC1): primary screen. Rap guanine nucleotide exchange factor 3 (Homo sapiens), O95398. Potency, µM (titrated, usually from 154 µM), for inactives: at the highest dose activation, actives largely listed as activators. hit rate 0.073% among 360,000. EPAC1 agonist qHTS, biochemical assay; response scale: 100% = response to 6.5 mM cAMP. AID 720707, 2013; note: potency is the fitted concentration of half-maximal effect; nearly all actives have a fitted effect of over 60% in size
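Nucleotide exchange by EPAC1 (100 nM) on Rap1B–BODIPY-GDP (250 nM) in the presence of 50 uM GDP is tracked fluorescently at 480/540 nm over 30 min. Signals are normalized to a 6.5 mM cAMP control.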
Abeta rescue = qHTS for compounds that reverse cellular toxicity of Amyloid beta (A-beta) peptide in yeast: Primary Screen. yeast expressing A-beta42, growth rescue, OD600, 48 h; response scale: 0% DMSO, 100% iron-clioquinol control. Potency, µM (top dose mostly 46.1 µM), for the others: at the top dose growth rescue, actives largely listed as activators. hit rate 0.063% among 410,000. AID 1347071, 2019; note: potency is the fitted concentration of half-maximal effect; nearly all actives have a fitted effect of over 55% in size
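Yeast A-beta toxicity model in growth medium with pinned compounds, 48 h at 30 C; growth read as absorbance at 600 nm. Normalized to FeCl3/clioquinol equimolar mix (positive) and DMSO (negative).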
WRN inhibitor = qHTS for Inhibitors of WRN Helicase; Bifunctional 3'-5' exonuclease/ATP-dependent helicase WRN (Homo sapiens), Q14191; WRN helicase unwinding, fluorescent forked duplex, kinetic; Potency, µM (titrated, usually from 114 µM), for inactives: at the highest dose activity change, negative = inhibition, hits mostly inhibitors; hit rate 0.46% among 360,000; AID 651768, 2012; note: potency is the fitted concentration of half-maximal effect; % is set by controls: 0 for no effect and ±100 for the full control effect; nearly all actives have a fitted effect of over 55% in size
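Kinetic fluorescence helicase assay: unwinding of a quenched forked DNA duplex (100 nM final) with 2 mM ATP final raises red fluorescence (525/598 nm). Compounds sat 15 min at room temperature with 20 nM WRN beforehand.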
PI5P4Ka inh = qHTS for Inhibitors of phosphatidylinositol 5-phosphate 4-kinase (PI5P4K) | Phosphatidylinositol 5-phosphate 4-kinase type-2 alpha (Homo sapiens), P48426 | PI5P4Kalpha enzyme, ADP-Glo luminescence, 60 min; hits give low values | max response, % | hit rate 1.2% among 330,000 | AID 652105, 2013; active = max response of -50% or lower; inconclusive = between -30% and -50%; inactive = -30% or higher; note: value at the top dose of about 77 µM; % is set by controls: 0 for no effect and ±100 for the full control effect
Target sequence (P48426 whole entry, looked up): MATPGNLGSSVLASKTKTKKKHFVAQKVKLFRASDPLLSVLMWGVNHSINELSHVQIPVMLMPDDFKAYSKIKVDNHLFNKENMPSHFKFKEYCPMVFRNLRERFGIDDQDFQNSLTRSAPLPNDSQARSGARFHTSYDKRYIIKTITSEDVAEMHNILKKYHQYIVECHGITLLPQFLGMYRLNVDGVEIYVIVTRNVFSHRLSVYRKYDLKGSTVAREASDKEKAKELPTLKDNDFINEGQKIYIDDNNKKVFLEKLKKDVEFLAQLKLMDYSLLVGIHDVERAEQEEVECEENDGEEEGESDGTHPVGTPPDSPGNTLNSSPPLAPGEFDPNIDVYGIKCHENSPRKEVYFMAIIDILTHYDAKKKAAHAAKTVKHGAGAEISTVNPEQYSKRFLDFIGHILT
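Luminescence from ADP-Glo served as readout of PI5P4Kalpha activity in a qHTS format. Reaction: enzyme, substrate, compound, ATP at 5 microM final, 60 min at RT.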
* marks the source's active call; other numbers are inactive results; ? = inconclusive; . = not tested or not shown; [ ] = dose if it differs, or a comment. Unless noted, calls come from the whole dose curve; as a rule, active = well fitted curve in the direction sought with a large enough effect; inconclusive = small, poorly fitted or top-dose-only effect, or another doubt; inactive = no such curve, though single readings can be large; an effect the other way counts as inactive or inconclusive. An unsorted share of the library; about 4.1% have a hit in one of these screens.

Values run as follows: EPAC1 antag	aSyn yeast inh	PLK1 PBD block	FUS yeast rescue	IL2 activator	EPAC1 ag	Abeta rescue	WRN inhibitor	PI5P4Ka inh
> CC(C)(C)c1cc(OS(C)(=O)=O)ccc1O
    ?	0%	?	-16%	-1.0	0%	5%	-3%[57.1 µM]	8
> COc1ccc(-c2cnc3nc[nH]c(=O)c3n2)cc1
    2%	-9%	-21%	3%	-2.3	-5%	1%	-5%	-27
> COC(=O)c1cc(-c2cc(OC)ccc2OC)nc2c1c(=O)n(C)c(=O)n2Cc1ccccc1
    -14%	0%	3%	-15%	0.2	3%	-5%	-4%[57.1 µM]	3
> NS(=O)(=O)c1ccc(CNC(=O)CSc2ccccc2)cc1
    -10%	-9%	?	28%	-2.9	12%	-10%	2%	-6
> CCC(=O)N1c2ccccc2C(N(C(=O)CC)c2ccccc2)CC1C (stereo not drawn)
    5%	7%	2%	8%	-1.5	-3%	12%	0%	-5
> CC(C)(C)c1ccc(C(=O)C2CC2)cc1
    3%	2%	3%	-29%	4.3	9%	4%	-5%	13
> O=c1[nH]c(COc2ccc(Cl)cc2Br)nc2ccccc12
    -15%	-3%	-3%	.	-3.6	10%	-21%	-32%	-4
> Cc1ccc2nc(N/C(=N/S(=O)(=O)c3cccs3)c3ccccc3Cl)sc2c1
    -15%	2%	?	15%	2.2	0%	2%	-19%	-14
> COc1cccc(CNc2ccc([N+](=O)[O-])cc2Cl)c1O
    2%	-17%	-2%	-11%	-3.2	21%	-4%	10%	-2
> CC(OC(=O)C1=COCCO1)C(=O)NC1CCCC(C)C1C (stereo not drawn)
    20%	-5%	2%	-12%	-0.1	-13%	4%	19%	-10
> Cn1c(Cl)cnc1C(O)(c1ccccc1)c1ccccc1
    -4%	1%	0%	-6%	1.8	9%	18%	8%	-12
> COc1cccc(-n2c(SCc3ccccn3)nc3c(c2=O)SCC3)c1
    0%	-8%	-15%	10%	-6.2	2%	1%	-32%	-8
> CCCCN1CC(=O)N2[C@H]3c4cc(Cl)ccc4OC[C@@H]3[C@H](C(=O)OCC)[C@]2(C)C1=O
    -13%	10%	-11%	32%	0.8	1%	2%	1%	3
> CN(C(=O)c1ccc(C#N)cc1)c1nnc(-c2cnccn2)s1
    8%	-6%	-3%	-20%	0.4	16%	-2%	-9%	-4
> CCOC(=O)N1CCC(NC(=O)c2cc(COc3c(C)cccc3C)on2)CC1
    -20%	-6%	-3%	16%	-2.7	-9%	21%	0%	-4
> COCc1[nH]nc2c1C(c1ccc(F)cc1F)C(C#N)=C(N)O2 (stereo not drawn)
    -7%	1%	-14%	32%	-2.8	11%	-14%	0%	.
> O=C(COC(=O)c1cccc(O)c1)Nc1ccc(N2CCOCC2)cc1
    -6%	-7%	-7%	-22%	1.8	6%	-14%	-1%	-2
> COc1ccc(CN2C(=O)c3ccc(C(=O)O)cc3C2=O)cc1
    -16%	-1%	-1%	6%	-1.9	-3%	3%	-1%	-63*
> COc1ccc(-c2noc(CCC(=O)NC3CCN(Cc4ccccc4)CC3)n2)cc1
    5%	-3%	0%	1%	-0.5	-2%	12%	4%	0
> O=C(NCC1CCCO1)c1c(O)c2ccccc2[nH]c1=O (stereo not drawn)
    12%	10%	-8%	-24%	-0.6	-4%	8%	-29%[57.1 µM]	3
> CC12CC3CC(C)(C1)CC(C(=O)NCc1ccncc1)(C3)C2
    14%	6%	4%	-15%	1.0	-4%	35%	3%	-5
> COc1ccccc1-c1c(C(F)(F)F)oc2cc(OC(=O)c3ccc([N+](=O)[O-])cc3)ccc2c1=O
    1%	1%	-13%	42%	-2.4	6%	?	4%	2
> COc1cccc(CNc2ccc(C)c(Cl)c2)c1
    -5%	4%	-4%	-27%	-3.5	12%	2%	-3%	9
> COCCn1c(SCC(=O)Nc2nnc(C)s2)nnc1-c1ccoc1C
    -5%	-1%	-7%	-14%	0.0	5%	-8%	10%	-3
> CC1CCCCC1NC(=O)CSc1nnc(N)s1 (stereo not drawn)
    6%	-15%	-5%	4%	-1.1	-8%	19%	2%	-1
> Cn1cc(CN2CC3C[C@@H]4CC2C[C@H](C3)C4)c(-c2ccc3c(c2)OCCO3)n1
    8%	-24%	-5%	23%	1.1	-4%	-16%	3%	2
> Cc1ccc(S(=O)(=O)N2CCN(C(=O)c3cccc(F)c3)CC2)cc1
    -2%	1%	-7%	13%	5.3	6%	-2%	2%[57.1 µM]	3
> CC(C)(CNC(=O)c1ccc(-c2cccc(C(F)(F)F)c2)o1)N1CCOCC1
    14%	-1%	3%	-3%	-5.3	-3%	-12%	-2%	9
> CCOCCn1c(CN(C)Cc2ccccc2)nc2c1c(=O)n(C)c(=O)n2C
    6%	0%	-1%	-15%	-1.9	-2%	4%	3%	2
> CCC(C)NC(=O)Cn1cc(S(=O)(=O)N2CCCC2)c(S(=O)(=O)N2CCCC2)c1 (stereo not drawn)
    -12%	1%	?	6%	-1.7	-14%	2%	-5%	3
> Cc1ccc(/C=N\NC(=O)Cc2cccn2C)o1
    -8%	4%	-10%	13%	-0.1	0%	-2%	-7%[57.1 µM]	0
> C#CCOC(=O)CCC(=O)NCCc1ccccc1
    8%	-4%	-12%	-23%	-2.6	1%	-9%	-27%[57.1 µM]	2
> Cc1cc(C)cc(N(CC(=O)NCCSc2ccccn2)S(=O)(=O)c2ccccc2)c1
    -4%	9%	-15%	16%	0.3	1%	7%	-3%	-4
> O=C(COC(=O)c1ccc(NS(=O)(=O)c2ccc3c(c2)OCCO3)cc1)NC1CCS(=O)(=O)C1 (stereo not drawn)
    27%	-1%	3%	-2%	1.7	-4%	-5%	9%	2
> CN(C)S(=O)(=O)c1ccc(NC(=O)CN2CCC(Cc3ccccc3)CC2)cc1
    -10%	1%	-6%	-28%	-1.2	10%	3%	-6%	-3
> C/C(=N/NC(=O)c1cccc(N2CCCC2=O)c1)c1ccc(Br)cc1
    -6%	-6%	-10%	18%	-2.4	8%	4%	2%	2
> Cn1c(=O)c2ncn(C)c2n(C)c1=O
    28%	3%	-7%	-27%	-0.8	5%	11%	-6%	0
> Cc1ccc(SCC(=O)OCC(=O)N2CCN(C(=O)c3ccco3)CC2)c(C)c1
    -18%	0%	-24%	20%	-0.5	-11%	8%	-30%	-9
> Cn1c(SCC(=O)N2CCOCC2)nnc1-c1ccccc1
    19%	2%	-11%	4%	-2.1	-2%	-11%	-4%	.
> Cc1cc(C(=O)NCC2CCCO2)n(-c2ccccc2)n1 (stereo not drawn)
    3%	-1%	-1%	-15%	-2.5	-31%[inhibitor]	0%	8%	-10
> Fc1cccc(Cc2c(-c3cccc(Br)c3)nc3ccc(Cl)cn23)c1
    -17%	-2%	-15%	39%	0.3	8%	-14%	-8%	-2
> Nc1c(-c2ccc(Cl)cc2)cnn1-c1cccc(C(F)(F)F)c1
    -5%	-8%	-1%	-33%	-0.5	-20%	-8%	-3%	-2
> CC(C)(C)NC(=O)C1CCN(S(=O)(=O)c2cccc(C(F)(F)F)c2)CC1
    -5%	7%	3%	16%	0.4	-4%	2%	1%	6
> COc1ccccc1OCC(=O)NCC1CCCN(C(=O)c2ccccc2C(C)=O)C1 (stereo not drawn)
    -14%	-1%	1%	.	-1.2	-5%	-3%	-19%	23
> Cc1ccc(C(=O)C2CCNCC2)cc1
    0%	4%	1%	4%	-1.9	2%	3%	6%	2

8 structures from above, arranged by count of non-hydrogen atoms, descending:
Values run as follows: EPAC1 antag	aSyn yeast inh	PLK1 PBD block	FUS yeast rescue	IL2 activator	EPAC1 ag	Abeta rescue	WRN inhibitor	PI5P4Ka inh
> Cc1cc(C)cc(N(CC(=O)NCCSc2ccccn2)S(=O)(=O)c2ccccc2)c1
    -4%	9%	-15%	16%	0.3	1%	7%	-3%	-4
> CN(C)S(=O)(=O)c1ccc(NC(=O)CN2CCC(Cc3ccccc3)CC2)cc1
    -10%	1%	-6%	-28%	-1.2	10%	3%	-6%	-3
> Cn1cc(CN2CC3C[C@@H]4CC2C[C@H](C3)C4)c(-c2ccc3c(c2)OCCO3)n1
    8%	-24%	-5%	23%	1.1	-4%	-16%	3%	2
> COc1cccc(-n2c(SCc3ccccn3)nc3c(c2=O)SCC3)c1
    0%	-8%	-15%	10%	-6.2	2%	1%	-32%	-8
> Fc1cccc(Cc2c(-c3cccc(Br)c3)nc3ccc(Cl)cn23)c1
    -17%	-2%	-15%	39%	0.3	8%	-14%	-8%	-2
> CN(C(=O)c1ccc(C#N)cc1)c1nnc(-c2cnccn2)s1
    8%	-6%	-3%	-20%	0.4	16%	-2%	-9%	-4
> CC12CC3CC(C)(C1)CC(C(=O)NCc1ccncc1)(C3)C2
    14%	6%	4%	-15%	1.0	-4%	35%	3%	-5
> O=C(NCC1CCCO1)c1c(O)c2ccccc2[nH]c1=O (stereo not drawn)
    12%	10%	-8%	-24%	-0.6	-4%	8%	-29%[57.1 µM]	3
